Calpain2 inh: calpain II (pig) inhibition | purified calpain II, fluorogenic peptide substrate, 30 min | inhibition, % at 16 µM | actives 0.37% (n = 220,000);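 active = inhibition above about 50%, limit read from the data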
L929 necroptosis: blocks zVAD induced death of L929 cells; viability rescue, % at 10 µM; L929 zVAD necroptosis rescue, ATP luminescence, 24 h; with zVAD 60 µM; actives 0.38% (n = 220,000);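 active = activation, scaled between plate controls, above about 75%, limit read from the data; inactive = activation under that limit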;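 note: 0% = zVAD with DMSO and 100% = DMSO alone without zVAD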
PGE2 EP2 inh: EP2 receptor (human) inhibition. P43116. C6 glioma cells expressing human EP2, cAMP TR-FRET; cells stimulated with saturating PGE2. inhibition, % at 25 µM. actives 0.52% (n = 260,000);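 active = percent inhibition above 40 after rounding to a whole number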;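 note: rat C6 glioma host cells with rolipram phosphodiesterase inhibitor present; the protocol text gives 20 µM as final concentration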
Target sequence (P43116 whole entry, looked up): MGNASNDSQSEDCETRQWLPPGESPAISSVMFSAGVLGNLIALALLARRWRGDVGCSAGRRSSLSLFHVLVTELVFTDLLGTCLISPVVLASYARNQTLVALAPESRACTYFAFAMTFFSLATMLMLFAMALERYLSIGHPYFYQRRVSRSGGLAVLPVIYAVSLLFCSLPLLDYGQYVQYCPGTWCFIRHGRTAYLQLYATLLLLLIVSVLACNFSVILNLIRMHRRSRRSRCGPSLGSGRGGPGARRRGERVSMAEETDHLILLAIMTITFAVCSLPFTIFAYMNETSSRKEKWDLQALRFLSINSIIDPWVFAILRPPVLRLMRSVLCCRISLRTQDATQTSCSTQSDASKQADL
Hck-Nef inh: inhibitors of human Hck kinase activated by Nef. actives 0.68% (n = 220,000). inhibition, % at 20 µM. AID 463187. P08631. Recombinant Hck-YEEI plus Nef, Z-Lyte FRET kinase assay;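 active = Hck-Nef kinase inhibition above about 50%, limit read from the data; inactive = inhibition below that limit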;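 note: 0% = DMSO with Hck plus Nef and 100% = Hck alone without Nef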
eIF4E 4G PPI: eIF4E/eIF4G interaction inhibition in translation initiation; P63073+Q04637; AID 782; TR-FRET eIF4E-eIF4GI(517-606) binding, 2 h; actives 0.37% (n = 220,000); inhibition, % at 21.7 µM;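 active = inhibition above about 30%, limit read from the data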;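 note: 0% = full FRET control wells and 100% = background wells lacking eIF4GI fragment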
TbHK1 inh: T. brucei hexokinase 1 inhibition | recombinant TbHK1, G6PDH-coupled NADH A340 | actives 0.11% (n = 220,000) | inhibition, % at 10 µM;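 active = inhibition of 50% or more in the single-dose primary screen; inactive = inhibition below 50%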
EP2 modulator: modulates human prostaglandin E2 receptor EP2 signaling; EP2-expressing cells, cAMP HTRF FRET, PGE2 co-stimulation; actives 0.83% (n = 260,000); induction, % at 25 µM; P43116;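 active = compounds whose cAMP rise, as percent of the full-agonist control response, exceeds 60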;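 note: rat C6 glioma line stably carrying human EP2 under a CMV promoter; the protocol text gives 20 µM as final concentration; 100% = response of wells given 1 µM PGE2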
14-3-3 Bad inh: disrupts binding of bovine 14-3-3 zeta to phospho-Bad peptide. P63103. TR-FRET 14-3-3zeta/Dy647-pBad peptide displacement, 1 h. inhibition, % at 21.7 µM. actives 0.71% (n = 220,000). AID 781;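 active = inhibition above about 70%, limit read from the data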;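 note: 0% = full 14-3-3 plus peptide FRET controls and 100% = background without 14-3-3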
Target sequence (P63103 whole entry, looked up): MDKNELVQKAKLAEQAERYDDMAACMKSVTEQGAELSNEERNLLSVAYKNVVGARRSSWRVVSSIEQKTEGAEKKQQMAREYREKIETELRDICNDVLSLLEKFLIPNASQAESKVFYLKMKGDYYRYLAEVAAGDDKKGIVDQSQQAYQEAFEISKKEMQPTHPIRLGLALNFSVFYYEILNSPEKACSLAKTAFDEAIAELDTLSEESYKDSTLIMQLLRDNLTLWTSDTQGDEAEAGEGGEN
Rad51 HR inh: Rad51 (human) homologous recombination inhibition. inhibition, % at 10 µM. Q06609. actives 0.085% (n = 200,000). hRad51 DNA strand exchange, fluorescence dequenching;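 active = inhibition above 40% at the single screening dose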;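 note: 0% = DMSO control wells and 100% = blanks with heterologous ssDNA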
Target sequence (Q06609 whole entry, looked up): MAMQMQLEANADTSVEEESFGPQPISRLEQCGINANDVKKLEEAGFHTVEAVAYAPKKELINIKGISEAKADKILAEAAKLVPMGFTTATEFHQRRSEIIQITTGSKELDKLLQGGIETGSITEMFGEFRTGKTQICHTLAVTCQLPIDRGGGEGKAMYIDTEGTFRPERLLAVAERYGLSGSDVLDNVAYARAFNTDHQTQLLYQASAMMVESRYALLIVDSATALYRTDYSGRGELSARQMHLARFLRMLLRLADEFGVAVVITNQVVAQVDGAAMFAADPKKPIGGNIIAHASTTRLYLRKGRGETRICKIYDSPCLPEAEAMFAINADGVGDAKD
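Material: Human Rad51 nucleoprotein filaments preassembled on unlabelled ssDNA | Also added: Labelled 47-mer dsDNA for strand exchange | Dosing: Single dose, 10 µM final compound | Schedule: 30-min compound preincubation and 15-min exchange, both room temperature | Technique: Fluorescence dequenching at 485/520 nm | Measure: Percent inhibition relative to plate controls and blanks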
Starred values were filed as active, the others as inactive; · = no result given; & = joins results of further samples; [ ] = remark or other dose. This is a subset; rates above refer to the full screens.

SMILES	Calpain2 inh	L929 necroptosis	PGE2 EP2 inh	Hck-Nef inh	eIF4E 4G PPI	TbHK1 inh	EP2 modulator	14-3-3 Bad inh	Rad51 HR inh
CCOC(=O)C1(Cc2ccccc2)CCCN(Cc2cccc(C(C)=O)c2)C1 (stereo not given)	1	-0.5	8	17	-2	-3	14	-4	-20
COc1ccc(N2CCN(C(CNC(C)=O)c3ccco3)CC2)cc1 (stereo not given)	-1	1.8	5	16	3	-4	-4	7	9
CCCCn1c(CNC(=O)C(C)(C)C)nc2ccccc21	21	-0.6	9	1	0	-3	9	-13	3
O=C(c1ccc2c(c1)OCO2)N(Cc1ccco1)C1(C(=O)NC2CCCCC2)CCCCC1	41	-0.1	6	0	8	-1	46	14[fluorescence artefact?]	-8
CCCC(=O)N1CCN(c2nc(CC(C)C)c3c(c2C#N)CCC3)CC1	-112	-0.3	·	1	10	4	34	-12	·
C=CCNC(=O)c1cc2c(C(F)(F)F)nn(C)c2s1	·	1.0	12	2	·	2	·	·	-2
CN1CCN(C(=O)c2cc(Cl)ccc2Cl)CC1	0	0.4	17	2	-3	5	20	-6	1
Cc1ccc(C)c2c1sc(=NC(=O)CN1C(=O)CCC1=O)n2C	-4	0.6	16	2	2	-5	-10	0[fluorescence artefact?]	6
C=CSc1sc(Cl)c(N(C)C)c1[N+](=O)[O-]	-2	-1.5	5	7	-2	1	15	-14	3
COc1ccc(C)cc1NC1=C(Cl)C(=O)N(C2CCCCC2)C1=O	-17	-0.3	2	1	0	-3	3	-7	1
COc1ccc(N2CCN(C(=O)C34CCC(C)(C(=O)C3)C4(C)C)CC2)cc1 (stereo not given)	23	-0.2	15	0	-1	0	7	-6	-4
CN1CCC(N(C)C(=O)NC2CCCCC2)CC1	-18	-0.2	5	-7	-2	0	6	-7	25
COc1ccc2c(c1OC)C(=O)OC2Nc1ccc(S(=O)(=O)N=C(N)N)cc1 (stereo not given)	-19	-0.1	9	17	-1	-8	23	0	2
CNC(=S)SCCOc1ccc(C)cc1	13	0.8	5	4	3	3	1	-4[fluorescence artefact?]	2
Cc1cccc(CSc2nc(N)c(C#N)c(-c3cccs3)c2C#N)c1	-27	0.2	7	3	2	8	55	-15[fluorescence artefact?]	-4
O=c1[nH]n(-c2ccccc2)c(=O)c(Cl)c1Cl	1	-0.3	5	-2	0	-8	11	1[fluorescence artefact?]	4
COc1ccccc1N1CCN(S(=O)(=O)c2ccc3nc(-c4ccccc4)[nH]c3c2)CC1	-51	·	7	-2	2[fluorescence artefact?]	-2	-2	-21[fluorescence artefact?]	·
COc1ccc(-c2c(C)nn(-c3ccccc3)c2N)cc1	-3	-0.2	8	-1	1	-1	14	-8	2
Cc1n[nH]c(C)c1S(=O)(=O)N1CCCC(C(=O)N2CCc3ccccc32)C1 (stereo not given)	23	-0.1	11	1	2	-8	-17	15	-3
O=C(Nc1ncccc1Cl)C1COc2ccccc2O1 (stereo not given)	-5	0.6	3	-1	2[fluorescence artefact?]	-5	1	-3	4
NS(=O)(=O)c1ccc(CCNC(=O)CSc2nc3ccsc3c(=O)n2C2CC2)cc1	8	0.8	4	-1	-1	-1	-5	-3	2
CC1(C)CC(NC(=O)c2ccncc2)CC(C)(C)N1O	-9	3.0	11	-5	-3	-1	25	1	1
C#CCOCCOCCOCCNc1nc(N2CCN(C(=O)[C@H]([C@@H](C)CC)n3cc([C@@H](N)Cc4ccc(O)cc4)nn3)CC2)nc(N2CCN(C(=O)[C@H](CCCCN)n3cc([C@@H](N)CO)nn3)CC2)n1	6	-0.6	·	-30	0	8	22	-4	·
O=C(N=Nc1c(O)[nH]c2ccc([N+](=O)[O-])cc12)c1ccccc1[N+](=O)[O-]	17	0.8	16	12	2	-47	-31	3	20

2 neighbouring entries already listed, for reference:
SMILES	Calpain2 inh	L929 necroptosis	PGE2 EP2 inh	Hck-Nef inh	eIF4E 4G PPI	TbHK1 inh	EP2 modulator	14-3-3 Bad inh	Rad51 HR inh
COc1ccc(-c2c(C)nn(-c3ccccc3)c2N)cc1	-3	-0.2	8	-1	1	-1	14	-8	2
Cc1n[nH]c(C)c1S(=O)(=O)N1CCCC(C(=O)N2CCc3ccccc32)C1 (stereo not given)	23	-0.1	11	1	2	-8	-17	15	-3

Additional records
SMILES	Calpain2 inh	L929 necroptosis	PGE2 EP2 inh	Hck-Nef inh	eIF4E 4G PPI	TbHK1 inh	EP2 modulator	14-3-3 Bad inh	Rad51 HR inh
CCC(C)n1c(OC)nc2c1c(=O)n(C)c(=O)n2C (stereo not given)	-12	0.8	5	26	-1	2	14	-10	4
CC(/C=N/n1c(-c2cc(C)[nH]n2)n[nH]c1=S)=C\c1ccco1	26	0.7	6	-146	8	-66	5	14	·
CCN(CC)C(=O)c1[nH]cnc1C(=O)N[C@@H](CC(C)C)C(=O)OCc1ccccc1	-9	-0.5	7	-7	0	-8	1	1	-9
COC(=O)c1ccccc1NC(=O)C1CCCN(c2nnc(-n3cccc3)s2)C1 (stereo not given)	-78	0.0	13	3	1	2	-24	-3	-1
O=C(c1cccs1)c1coc2ccc(O)c(CN(CCO)CCO)c12	8	0.9	3	1	-1	-14	-23	-10	3
Cc1nn(C(=O)c2cccnc2)c(C)c1Sc1ccccc1	-2	0.7	12	4	0	5	43	10[fluorescence artefact?]	18
O=C(O)C1CCN(C(=O)CSc2nc3ccccc3s2)CC1	14	2.2	7	16	1	-7	-23	9	-24
Cc1ccc(NC(=O)c2cnn(-c3ccccc3)c2NC(=O)c2ccco2)cc1	-14	0.0	3	4	5	24	19	0	-7
CC(=O)Nc1ccc(S(=O)(=O)Nc2ccc3c(c2)OCCO3)cc1Cl	13	-0.1	3	9	-4	3	-29	5	·
COc1ccccc1Nc1ncc(C(=O)Nc2ccc(OC)c(OC)c2)c2ccccc12	-217	0.3	9	4	4	2	-11	3	15
COc1ccc2nc(SCc3cccc(C)c3)nc(C)c2c1	-6	0.5	16	0	-10	-6	15	-1	1
COc1cc(C(=O)c2c(C)c(CCC#N)n3ccccc23)cc(OC)c1OC	4	4.7	9	-11	0	-14	10	-3	7
CCOc1ccc(N2CC(C(=O)Oc3ccccc3)CC2=O)cc1 (stereo not given)	-45	-0.2	9	1	7	4	-2	0	-9
CCOC(=O)c1cnc(SC)nc1Oc1cccc(NS(=O)(=O)c2ccc(C)cc2)c1	10	0.9	4	0	3	-20	5	3	1
O=C(Nc1nc2ccc(S(=O)(=O)N3CCCCC3)cc2s1)c1cccnc1	-22	0.2	5	1	3	-46	29	13	-6
CS(=O)(=O)N(Cc1ccccc1)c1ccc(C(=O)N2CCc3ccccc3C2)cc1	4	0.1	7	1	6	-19	-6	2	1
Cn1cc(CN2CCN(CCc3ccccc3)C(CCO)C2)cn1 (stereo not given)	0	1.6	8	-5	0	-1	14	-18	19
CCOc1ncccc1C(=O)N1CCCSC1=Nc1ccccc1OC	-9	1.2	10	-10	0	-4	42	-7	-2
O=C(CSc1nnc(CNc2ccc(F)cc2)n1-c1ccccc1)N1CCOCC1	-7	0.0	19	8	-4	3	11	1	4
CCOC(=O)c1c(N)sc(C(=O)N(C)C)c1C	-36	0.2	14	2	15	-2	29	-10	9
CCOC(=O)C1(CCOC)CCN(Cc2ccc(C3CCCCO3)s2)CC1 (stereo not given)	13	-0.1	6	6	0	-2	-2	-3	·
CCOC(=O)c1c(NC(=O)COC(=O)Cn2c(C)nc3ccccc32)sc2c1CCCC2	-14	1.8	9	2	11	-6	55	88*	·
O=C(C1CCCN1S(=O)(=O)c1ccc(Cl)cc1)N1CCOCC1 (stereo not given)	-28	0.4	8	9	-6	3	-3	47	0
CCCn1c(N)c(CC)c(=O)[nH]c1=O	-29	1.9	-1	19	-1	-2	29	-8	9
Cc1cccn2c(CN3CCSCC3)c(C(=O)N3CCOCC3)nc12	11	0.5	5	17	1	-3	-5	3	·
COc1cccc(CN2CCSCC2)c1	-29	0.5	11	2	3[fluorescence artefact?]	-12	16	68[fluorescence artefact?]	3
Cc1nn(-c2ccccc2)c2nc(=O)n(-c3ccccc3)cc12	11	-0.4	8	3	-2	-3	8	-21	1
N=C(N)SCP(=O)(c1ccccc1)c1ccccc1	-13	16	6	7	-13	2	7	-1	7
C=CCn1c(C(C)NC(=O)c2cccc(C)c2)n[nH]c1=S (stereo not given)	0	-0.3	5	-10	-3	-3	27	-4	23
CC(C)NC(=O)/C(=C/c1cn(-c2ccccc2)nc1-c1cccc([N+](=O)[O-])c1)NC(=O)c1ccccc1	-7	0.9	11	0	4	28	23	-15[fluorescence artefact?]	3
C=CCOc1ccc(CNC(C)(C)CO)cc1OC	18	0.1	14	-1	4	-14	-8	13	-5
CCOc1ccc(C(=O)c2cc3ccc(O)cc3oc2=O)cc1	-29	1.4	8	32	-1	-12	-17	-11	28
Cc1cccc(NC(=O)Cc2cccs2)n1	-19	0.5	13	0	4	1	2	-6	-1
O=C1NCCCN1Cc1ccc(F)cc1	-34	0.4	12	1	4[fluorescence artefact?]	-3	5	-1	·
CC(C)CC(NS(=O)(=O)c1ccc2[nH]c(=O)c(=O)[nH]c2c1)C(=O)O (stereo not given)	-18	17	4	7	2	-2	27	-12	-16
Oc1c(Br)cccc1/C=N/Nc1c(F)c(F)c(F)c(F)c1F	-16	3.1	4	5	20	-10	-44	3	8
CC(C)CCn1c(N2CCN(c3cccc(Cl)c3)CC2)nc2c1c(=O)[nH]c(=O)n2C	-68	-0.6	8	3	-14	-4	65*	-8	-3
COc1ccc(C(=O)N/C(=C\c2ccccc2)C(=O)NC(CCSC)C(=O)O)cc1 (stereo not given)	-9	-0.3	24	-1	-3[fluorescence artefact?]	-2	27	9[fluorescence artefact?]	2
CC(=O)C(N=Nc1ccccc1)(Sc1nnc(-c2ccccc2)n1-c1ccccc1)C(=O)Nc1ccccc1 (stereo not given)	-70	-0.1	1	-1	·	-19	5	·	-5
CC(C)Cc1nn2c(N)c(/C=C3\C=Nc4ccccc43)c(=O)nc2s1	-72	0.8	4	17	-2	-9	-41	0	-10
O=C(COC(=O)c1ccc(Cl)c(S(=O)(=O)N2CCCC2)c1)NC1CCCC1	9	0.1	11	1	2	7	9	2	-2
Cc1onc(-c2ccccc2)c1NC(=O)N(Cc1ccccc1)C(C)C	7	0.1	5	5	-8	9	-1	2	11
COc1ccc(CCN2C(=O)CSC2=Nc2ccc(C(C)C)cc2)cc1OC	-6	0.9	2	11	-6	30	-23	-1	8
Cc1nnc(N2C(=O)C(O)=C(C(=O)c3ccco3)C2c2ccc(C(C)(C)C)cc2)s1 (stereo not given)	-63	0.3	57*	0	-4[fluorescence artefact?]	-6	12	4[fluorescence artefact?]	-58
Cc1ccc(-c2cc(C(=O)Nc3ccc(S(=O)(=O)N4CC(C)OC(C)C4)cc3)[nH]n2)c(O)c1 (stereo not given)	-2	1.6	8	27	8	2	-76	33	·
CCOC(=O)Nc1ccc(S(=O)(=O)Nc2cc(C)on2)cc1	-10	-0.3	0	0	3[fluorescence artefact?]	-2	17	-1	-6
CNC(=O)OCc1cccc(COC(=O)NC)n1	-16	1.2	4	0	1	1	-5	31	3
Cc1sc2nc(SCC(=O)NCc3cccs3)[nH]c(=O)c2c1C	-3	-0.2	6&5	0	4	0	20&-30	24	-2
Cc1cccc(/N=C/c2c(O)[nH]c3ccccc23)n1	5	71	11	9	3	-30	-5	6[fluorescence artefact?]	-2

Looked up above:
O=C(c1cccs1)c1coc2ccc(O)c(CN(CCO)CCO)c12 in Calpain2 inh: 8
CCN(CC)C(=O)c1[nH]cnc1C(=O)N[C@@H](CC(C)C)C(=O)OCc1ccccc1 in 14-3-3 Bad inh: 1
CCC(C)n1c(OC)nc2c1c(=O)n(C)c(=O)n2C (stereo not given) in TbHK1 inh: 2
CC(=O)C(N=Nc1ccccc1)(Sc1nnc(-c2ccccc2)n1-c1ccccc1)C(=O)Nc1ccccc1 (stereo not given) in L929 necroptosis: -0.1
